Screening data: PubChem BioAssay, National Center for Advancing Translational Sciences (NCATS)
CBFb RUNX1 block: CBF-beta/RUNX1 interaction disruption | 230,000 tested, under 10 active | AlphaScreen CBFb-His/RUNX1-biotin binding, biochemical | AID 1477 | Potency, µM (highest dose often 59.8 µM), for the others: top-dose activity, negative = inhibition, most hits filed as inhibitors | Q01196+Q13951; further: % of control where 0% means no effect
Target sequence (Q01196 whole entry, looked up): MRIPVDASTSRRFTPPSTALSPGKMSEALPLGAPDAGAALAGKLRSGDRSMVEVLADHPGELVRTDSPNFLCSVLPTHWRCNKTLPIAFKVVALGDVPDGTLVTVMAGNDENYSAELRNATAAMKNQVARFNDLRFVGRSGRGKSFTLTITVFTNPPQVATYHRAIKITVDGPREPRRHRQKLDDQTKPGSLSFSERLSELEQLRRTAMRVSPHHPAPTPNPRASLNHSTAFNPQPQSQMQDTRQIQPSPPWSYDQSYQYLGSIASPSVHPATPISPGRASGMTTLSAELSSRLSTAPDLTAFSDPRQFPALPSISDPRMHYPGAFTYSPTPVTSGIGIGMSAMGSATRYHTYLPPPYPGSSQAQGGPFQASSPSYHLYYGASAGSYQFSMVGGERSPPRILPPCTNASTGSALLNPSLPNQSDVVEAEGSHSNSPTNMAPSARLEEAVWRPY
Target sequence (Q13951 whole entry, looked up): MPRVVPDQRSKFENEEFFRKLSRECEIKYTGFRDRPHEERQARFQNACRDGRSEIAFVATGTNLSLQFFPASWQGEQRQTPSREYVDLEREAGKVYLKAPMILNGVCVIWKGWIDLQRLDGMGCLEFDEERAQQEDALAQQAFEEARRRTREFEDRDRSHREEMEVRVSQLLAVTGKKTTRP
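AlphaScreen proximity signal reports loss of binding between His-tagged CBF-beta and biotin-labelled RUNX1, each at 30 nM. Proteins are pre-associated for 20 minutes, compounds added for 15 minutes, then beads for 90 minutes, all at ambient temperature.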
GAA glycogen: alters human alpha-glucosidase cleavage of glycogen. 300,000 tested, 0.38% active. recombinant GAA, glycogen substrate, Amplex Red glucose oxidase fluorescence. Potency, µM (series often up to 76.4 µM), for the others: top-dose activity change, negative = inhibition, actives largely listed as inhibitors;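 further: potency means the concentration at half of the fitted maximal effect; 0% = full enzyme reaction and -100% = no-enzyme basal signal; the screen sought inhibitors and activators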
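Natural-substrate format: glycogen cleavage by 4 nM human enzyme, glucose read by Amplex Red coupling (Ex 573, Em 610 nm). Normalized to enzyme and no-enzyme controls.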
GAA inh: alpha-glucosidase (human) inhibition; purified human GAA, 4-MU-alpha-glucoside fluorescence; Potency, µM (doses to about 76.9 µM), for inactives: top-dose activity change, negative = inhibition, actives largely listed as inhibitors; 200,000 tested, 0.005% active; AID 1466;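 further: potency means the concentration at half of the fitted maximal effect; plate controls were uninhibited enzyme wells for no effect and no-enzyme background for full effect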
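Fluorescence at Ex 365/Em 440 nm from 4-methylumbelliferone reported enzyme activity after 20 min at room temperature. Reactions used 4 nM enzyme and 400 uM substrate at pH 5.0; curves fitted with the Hill equation.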
HTT cytoprotect: cytoprotection in Huntington HTT-Q103 PC12 cell model; PC12 HTT-Q103 induced, cytoprotection, ATP luminescence, 40 h; Potency, µM (doses to about 56.4 µM), for the others: cytoprotection (ATP increase), usual class: activators; 230,000 tested, 0.14% active;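 further: potency means the concentration at half of the fitted maximal effect; % of control where 0% means no effect; nearly all actives have a fitted effect of over 45% in size; toxic huntingtin expression switched on by the ecdysone agonist tebufenozide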
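Stable PC12 Q103-GFP cells in serum-supplemented, phenol red-free DMEM; induction by tebufenozide at 100 nM final; compound dose series; cell viability quantified luminescently from ATP.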
aGlu spleen mod: lysosomal alpha-glucosidase (human) modulation. P10253. human spleen homogenate, 4-MU-alpha-glucoside fluorescence. Potency, µM (doses to about 79.9 µM), without a hit: at the highest dose activity change, negative = inhibition, most hits filed as inhibitors. 240,000 tested, 0.006% active;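 further: potency means the concentration at half of the fitted maximal effect; 0% = enzyme with vehicle and -100% = no enzyme basal signal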
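AC50 values come from Hill-equation fits of concentration-response data, normalized to no-enzyme and full-activity controls. Enzyme source: 1 ug human spleen homogenate; 1 mM fluorogenic 4-MU glucoside, pH 5.0 citrate buffer, 37 C, 40 min.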
HttQ103 aggreg: inhibitors of mutant huntingtin aggregate formation in PC12 cells; PC12 HttQ103-GFP aggregates, Acumen cytometry, 40 h; Potency, µM (doses to about 46.1 µM), for the others: at the highest dose activity change, negative = inhibition, usual class: inhibitors; 220,000 tested, 1.1% active; AID 1688; further: potency means the concentration at half of the fitted maximal effect; on the % scale 0 is the no-effect control and ±100 the full control effect; nearly all actives have a fitted effect of over 60% in size
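Multiplexed with ATP-based cell death, this channel scores GFP aggregates in PC12 cells expressing inducible HTTex1-Q103-GFP. Induction used 100 nM tebufenozide; compounds were tested in concentration series.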
LMNA splice mod: modulators of lamin A splicing; HeLa LMNA splicing GFP/RFP minigene ratio, 48 h; Potency, µM (titrated, usually from 46.1 µM), inactives show top-dose ratio change, negative = inhibition, hits mostly inhibitors; 200,000 tested, 0.01% active; AID 1487; active means well fitted inhibition curve with a large enough effect in the signal ratio, with a control signal flat, not every such curve was filed as active; inconclusive means small, poorly fitted or top-dose-only effect, or effect the other way, or a change in a side signal; the % refers to the signal ratio; further: potency means the concentration at half of the fitted maximal effect; on the % scale 0 is the no-effect control and ±100 the full control effect
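S3 HeLa cells stably expressing lamin A-EGFP splicing minigene plus DsRed2, 600 cells/well, 48 h compound exposure at 37C. Laser-scanning cytometry; analysed as GFP (500-530 nm)/RFP (575-640 nm) total intensity ratio; 0.5% DMSO vehicle.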
* = called active by the depositor; ? = inconclusive; . = no result given; & = joins results of further samples; [ ] = remark or other dose. Unless noted, the call rests on the fitted dose curve; in most records, active means well fitted curve in the direction sought with a large enough effect; inconclusive means small, poorly fitted or top-dose-only effect, or another doubt; inactive means no such curve, though single readings can be large; an effect the other way counts as inactive or inconclusive.

[1] COc1ccc(S(=O)(=O)N(C)CC(=O)NCc2cccnc2)cc1C
[2] C=CCN1C(=O)/C(=C/c2ccc(O)cc2)S/C1=N/c1nccs1
[3] O=C1C=CC(=O)N1c1ccc(O)cc1
[4] CCn1c(-c2cccnc2Cl)nc2ccccc21
[5] O=C(CSc1nc(C2CC2)nc2ccccc12)Nc1ccc2c(c1)OCCO2
Screen / compound no.,1,2,3,4,5
CBFb RUNX1 block,15%,-2%,-2%,-6%,-1%
GAA glycogen,-3%,2%,-3%,6%,2%
GAA inh,1%,-17%,.,1%,-6%
HTT cytoprotect,15%,-11%[10 µM],4%[10 µM],2%[10 µM],-25%
aGlu spleen mod,-4%,-7%,5%,-13%,-10%
HttQ103 aggreg,-14%,?,-3%[9.22 µM],1%,?
LMNA splice mod,4%,?,.,3%,?

[6] CCCc1nc2ccccc2c(=O)n1/N=C/c1ccc(O)cc1O
[7] COc1ccccc1-c1c(C)[nH]n2c(=O)c(Cc3ccccc3)c(C)nc12
[8] O=c1c2cc(-c3ccccc3)sc2ncn1/N=C/c1ccco1
[9] COc1ccccc1CNc1ccnc(-c2cccc(NS(C)(=O)=O)c2)n1
[10] COc1ccc(CNc2ncncc2-c2cccnc2)c(OC)c1
Screen / compound no.,6,7,8,9,10
CBFb RUNX1 block,-15%,9%,1%,.,.
GAA glycogen,-21%,-4%,5%,.,.
GAA inh,-12%,-1%,-13%,.,.
HTT cytoprotect,-27%[0.074 µM],-46%[inhibitor],-27%[10 µM],1%,9%
aGlu spleen mod,-8%,-10%,3%,5%,9%
HttQ103 aggreg,-9%[9.22 µM],-28%,3%[9.22 µM],.,.
LMNA splice mod,?,.,-5%,-9%,-2%

[11] O=C1C(c2ccncc2)N(CCC2=CCCCC2)C(=O)CN1C1CCCCC1 (stereo not drawn)
[12] CCOC(=O)Cn1c(C)cc(=O)c2ccccc21
[13] O=C(OCCN=C1NS(=O)(=O)c2ccccc21)C1CC(=O)N(c2ccc(Cl)cc2)C1 (stereo not drawn)
[14] CCOc1ccccc1N1CCN(C(=O)c2cc3c(s2)CCC3)CC1
[15] COC(=O)c1sc(N)c(C(=O)OC)c1COC(=O)CNS(=O)(=O)c1ccc(C)c(C)c1
Screen / compound no.,11,12,13,14,15
CBFb RUNX1 block,10%,-1%,3%,-3%,1%
GAA glycogen,6%,8%,8%,3%,-2%
GAA inh,1%,-3%[15.4 µM],-4%,-8%,?
HTT cytoprotect,-25%,7%,-3%[10 µM],-2%,-7%[10 µM]
aGlu spleen mod,1%,-6%,2%,-5%,-2%
HttQ103 aggreg,12%,20%,0%,-10%,-15%
LMNA splice mod,-10%,9%,-6%,3%,-7%

[16] O=C(Nc1ccc(F)cc1)c1cc(Cl)sc1Cl
[17] CN(C)S(=O)(=O)c1ccc(N2CCCC2)c(C(=O)Nc2nc3ccccc3s2)c1
[18] CCOC(=O)C1CCN(C(=O)c2ccc(Cl)c(Cl)c2)CC1
[19] COc1cccc(CNC(=O)Cc2csc(Nc3nc(=S)[nH]c4ccccc34)n2)c1
[20] Cc1ccc(C(=O)N2CCN(c3ncccn3)CC2)cc1S(=O)(=O)N1CCCCC1
Screen / compound no.,16,17,18,19,20
CBFb RUNX1 block,5%,-18%,8%,-7%,-2%
GAA glycogen,0%,2%,4%,-6%,1%
GAA inh,-2%,-1%,-2%,3%,3%
HTT cytoprotect,-23%,-19%[10 µM],-14%[0.074 µM],-41%,-17%[10 µM]
aGlu spleen mod,-1%,7%,1%,5%,-2%
HttQ103 aggreg,?,-16%,-8%,11%,?
LMNA splice mod,.,?,-13%,-22%[46 µM],1%

[21] COC(=O)C1=C(C(=O)OC)[C@@H]2N(Cc3ccccc3)c3ccccc3[C@@]23C[C@@H](C(=O)OC)N(C(=O)CC(C)C)C3=N1
[22] Cc1ccc(C(=O)NC2CCCCCC2)cc1N1CCCC1=O
[23] Cc1ccc(C(=O)Nc2ccc(S(=O)(=O)NCc3ccco3)cc2)cc1
[24] O=C(Cc1ccccc1)Nc1ccc(NC(=O)c2cccs2)cc1
[25] CC/C(=N\NC(N)=O)c1ccc(OC)c(OC)c1
Screen / compound no.,21,22,23,24,25
CBFb RUNX1 block,-2%[13.1 µM],4%,0%,-8%,8%
GAA glycogen,-2%,8%,-2%,4%,7%
GAA inh,.,-4%,-8%,15%,.
HTT cytoprotect,-11%&9%[10 µM],-26%,-3%,4%,7%[10 µM]
aGlu spleen mod,-1%[17.4 µM],-3%,-1%,-19%,6%
HttQ103 aggreg,-13%[9.22 µM],8%,9%,2%,14%[9.22 µM]
LMNA splice mod,?,-1%,19%,12%[9.22 µM],.

[26] O=c1c(-c2ccccc2)nc2cncnc2n1Cc1ccccc1
[27] O=C(O)/C=C\C(=O)Nc1ccc(F)c(F)c1F
[28] CCc1ccc(-n2c(SCC(=O)c3ccc4c(c3)NC(=O)CO4)nc3ccccc3c2=O)cc1
[29] CC1=C(C(=O)OC(C)C)C(c2cccc(F)c2)n2ncnc2N1 (stereo not drawn)
[30] CCOc1ccc(C(=O)Nc2nc(C)cc(C)n2)cc1[N+](=O)[O-]
Screen / compound no.,26,27,28,29,30
CBFb RUNX1 block,.,10%,-5%,6%,3%
GAA glycogen,.,4%,2%,3%,10%
GAA inh,.,0%,13%,-1%,-1%
HTT cytoprotect,11%,-6%[10 µM],-24%,-21%[10 µM],-4%[10 µM]
aGlu spleen mod,-12%,5%,1%,-9%,-2%
HttQ103 aggreg,.,-4%[9.22 µM],6%,-9%,18%
LMNA splice mod,?,.,.,-11%,6%

[31] CCc1ccccc1Nc1nc2ccccc2n1C(C)C
[32] CCOC(=O)c1c(-c2ccccc2)csc1NC(=O)C(C)NCc1ccco1 (stereo not drawn)
[33] CCOC(=O)C1=C(CBr)NC(=O)NC1C (stereo not drawn)
[34] FC(F)(F)c1cccc(OCCN2CCN(Cc3ccccc3)CC2)c1
[35] O=C(CSc1oc(-c2ccco2)nc1S(=O)(=O)c1ccccc1)NCC1CCCO1 (stereo not drawn)
Screen / compound no.,31,32,33,34,35
CBFb RUNX1 block,-1%,2%,2%,-3%,-1%
GAA glycogen,-21%,-11%,1%,-5%,7%
GAA inh,.,4%,2%,?,-2%
HTT cytoprotect,8%[10 µM],-13%[10 µM],8%,9%[10 µM],-3%[10 µM]
aGlu spleen mod,2%,4%,2%,-21%,-17%
HttQ103 aggreg,0%[9.22 µM],?,13%,?,4%
LMNA splice mod,.,-21%,0%[46 µM],?,6%

[36] CN1C(=S)NC(C)(C)CC1(C)c1ccc(O)cc1O (stereo not drawn)
[37] CC(C)(C)c1ccc(/C=N/n2cnnc2)cc1
[38] N#CC1=C2SCN(Cc3ccco3)CN2C(=O)CC1c1cccc2ccccc12 (stereo not drawn)
[39] O=C(Nn1cnc2ccccc2c1=O)c1ccccc1Cl
[40] Cc1ccccc1OCC(O)CN1CCCCC1 (stereo not drawn)
Screen / compound no.,36,37,38,39,40
CBFb RUNX1 block,-2%,-6%,-17%,8%,3%
GAA glycogen,-1%,-7%,-10%,-9%,11%
GAA inh,5%,1%,-4%,-9%,10%
HTT cytoprotect,.,-104%[inhibitor],-18%[0.074 µM],-39%[inhibitor],10%[10 µM]
aGlu spleen mod,-10%,-3%,-12%,4%,5%
HttQ103 aggreg,-10%,-19%,5%,-5%,-11%[9.22 µM]
LMNA splice mod,6%,.,10%,-6%,.

[41] CC(C)CCNC(=O)c1cc(S(=O)(=O)N2CCCCC2)ccc1N1CCOCC1
[42] O=C(Nc1ccc(F)cc1F)NC1CCN(Cc2c(F)cccc2Cl)CC1
[43] COc1cccc(C(=O)N2CCN(C(=O)c3cccc(F)c3)CC2)c1
[44] O=C(O)CC(NC(=O)OCc1ccccc1)c1ccc(Br)cc1 (stereo not drawn)
[45] CCOC(=O)c1c(C)[nH]c(C(=O)COC(=O)CNC(=O)c2ccc(Cl)cc2)c1C
Screen / compound no.,41,42,43,44,45
CBFb RUNX1 block,15%,0%,-1%,4%,2%
GAA glycogen,-20%,3%,1%,5%,12%
GAA inh,.,-9%[15.4 µM],1%,-2%,-2%
HTT cytoprotect,2%[10 µM],3%[10 µM],7%[10 µM],-19%,4%[10 µM]
aGlu spleen mod,5%,-2%,-4%,-4%,-3%
HttQ103 aggreg,-14%[9.22 µM],-3%[9.22 µM],-9%,3%,18%
LMNA splice mod,.,.,-16%,4%,-20%

[46] COC(=O)C(NC(=O)c1ccccc1)=C(C)C
[47] Cc1ccc(-c2csc3ncnc(SCc4ccc(C(=O)O)cc4)c23)cc1
[48] C/C(=N\Nc1nc2c(s1)CCCC2)c1ccccc1
[49] CCOc1ccccc1OCC(O)CNC (stereo not drawn)
[50] Cc1ccc(CNC(=O)C2CCCN(S(=O)(=O)c3cccnc3)C2)cc1 (stereo not drawn)
Screen / compound no.,46,47,48,49,50
CBFb RUNX1 block,-1%,3%,-28%,2%,4%
GAA glycogen,7%,-14%,-29%,2%,0%
GAA inh,2%,-3%,-8%,4%,-4%
HTT cytoprotect,-5%,-29%,-16%,-10%[0.074 µM],7%
aGlu spleen mod,3%,-3%,-3%,-7%,-10%
HttQ103 aggreg,-5%,-14%,-33%,5%,-22%
LMNA splice mod,-1%,.,-20%,-1%,2%

[51] COc1cc(/C=N/O)ccc1Oc1ccc([N+](=O)[O-])cc1[N+](=O)[O-]
[52] CCSc1nnc(-c2cccnc2)n1Cc1ccco1
[53] CN(c1cccc(NC(=O)COc2ccc(Cl)cc2Cl)c1)S(C)(=O)=O
[54] Cc1cc(=O)c(C(=O)O)nn1-c1ccc(Cl)cc1
Screen / compound no.,51,52,53,54
CBFb RUNX1 block,-9%,4%,-3%,16%
GAA glycogen,-13%,3%,-2%,7%
GAA inh,-10%,7%,1%,.
HTT cytoprotect,?,-3%,-6%[10 µM],-6%[10 µM]
aGlu spleen mod,-21%,2%,-8%,-1%
HttQ103 aggreg,-26%,-3%,4%,-12%[9.22 µM]
LMNA splice mod,-24%[46 µM],9%,?,.

Reprinted at random: two entries already listed.
[37] CC(C)(C)c1ccc(/C=N/n2cnnc2)cc1
[35] O=C(CSc1oc(-c2ccco2)nc1S(=O)(=O)c1ccccc1)NCC1CCCO1 (stereo not drawn)
Screen / compound no.,37,35
CBFb RUNX1 block,-6%,-1%
GAA glycogen,-7%,7%
GAA inh,1%,-2%
HTT cytoprotect,-104%[inhibitor],-3%[10 µM]
aGlu spleen mod,-3%,-17%
HttQ103 aggreg,-19%,4%
LMNA splice mod,.,6%

The order is random; any-hit rate near 1.5%.
